Compound activity as filed in PubChem.
POLH inh – blocks human DNA polymerase eta activity | Q9Y253 | recombinant Pol eta, fluorescent DNA replication assay | Potency, µM (doses to about 114 µM), without a hit: at the top dose activity change, negative = inhibition, usual class: inhibitors | 390,000 compounds, 1.2% hits; also: potency is read from the fitted curve at half-maximal effect; % is scaled to controls: 0 for no effect and ±100 for the full control effect
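Pol eta at 10 nM preincubated with compounds 15 min at room temperature; reaction started with fluorescent substrate (50 nM final) and read kinetically at 0 and 10 min.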
G9a inh – blocks human histone lysine methyltransferase G9a; G9a H3K9 monomethylation, AlphaScreen, 2 h; 350,000 compounds, 8.8% hits; Potency, µM (top dose mostly 102 µM), inactives show at the highest dose activity, negative = inhibition, actives largely listed as inhibitors; Q96KQ7; also: potency is read from the fitted curve at half-maximal effect; % is scaled to controls: 0 for no effect and ±100 for the full control effect; nearly all actives have a fitted effect of over 75% in size
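Methyltransferase reactions run at room temperature for 2 h (20 nM enzyme, 500 nM biotin-H3K9 peptide, 20 uM SAM) after a 15 min compound preincubation; product detected by AlphaScreen beads and anti-H3K9me1 antibody.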
Tb PGK inh – T. brucei PGK inhibition; P07378; Potency, µM (highest dose often 57.5 µM), inactives show top-dose activity change, negative = inhibition, usual class: inhibitors; 380,000 compounds, 0.043% hits; PGK/GAPDH coupled, Kinase-Glo luminescence, 60 min; also: potency is read from the fitted curve at half-maximal effect; % is scaled to controls: 0 for no effect and ±100 for the full control effect; nearly all actives have a fitted effect of over 60% in size
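Recombinant glycosomal PGK reaction used 1,3-bisphosphoglycerate generated in-well by GAPDH (100nM final) in 100mM TEA pH 7.6, 5mM MgCl2, 0.01% Tween-20. After 60 minutes at room temperature, ATP was read by Kinase-Glo Plus luminescence end-point.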
HP1b binding inh – HP1-beta chromodomain-methylated histone interaction inhibition | Potency, µM (top dose mostly 114 µM), for the others: at the top dose activity change, negative = inhibition, hits mostly inhibitors | 390,000 compounds, 0.56% hits | P83916 | AlphaScreen HP1-beta / biotin-H3K9me3 peptide binding | AID 540317; also: potency is read from the fitted curve at half-maximal effect; nearly all actives have a fitted effect of over 70% in size; inactives centre near 23
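AlphaScreen: HP1-beta (50 nM) preformed 30 min with biotin-H3(1-18)K9me3 peptide (50 nM) in PBS pH 7.4, 0.01% Tween-20. Compound added for 30 min at RT, then streptavidin donor/nickel chelate acceptor beads (10 ug/mL) for 30 min.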
PI4K2A inh – PI4K2A (human) kinase inhibition; purified PI4K2A, ADP-Glo luminescence, 1 h; active compounds read low; AID 1346378; 420,000 compounds, 0.13% hits; activity change, negative = inhibition, % at 76.9 µM; Q9BTU6; in the data active = activity change below about -50%; inconclusive = mostly about -30% to -49%;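 also: -100% = wells without enzyme as full effect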
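Compounds are screened against recombinant PI4K2A using PI as substrate and ATP, the latter dispensed at 300 microM. Reactions run one hour at ambient temperature before ADP-Glo detection; full inhibition defined by wells lacking enzyme.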
JMJD2A Tudor – blocks the human JMJD2A Tudor domain. O75164. AlphaScreen JMJD2A-Tudor / H3K4me3 peptide binding. Potency, µM (top dose mostly 114 µM), inactives show at the highest dose activity change, negative = inhibition, hits mostly inhibitors. 390,000 compounds, 4.4% hits; also: potency is read from the fitted curve at half-maximal effect; % is scaled to controls: 0 for no effect and ±100 for the full control effect; nearly all actives have a fitted effect of over 50% in size
Target sequence (O75164 whole entry, looked up, the tested form may be a part): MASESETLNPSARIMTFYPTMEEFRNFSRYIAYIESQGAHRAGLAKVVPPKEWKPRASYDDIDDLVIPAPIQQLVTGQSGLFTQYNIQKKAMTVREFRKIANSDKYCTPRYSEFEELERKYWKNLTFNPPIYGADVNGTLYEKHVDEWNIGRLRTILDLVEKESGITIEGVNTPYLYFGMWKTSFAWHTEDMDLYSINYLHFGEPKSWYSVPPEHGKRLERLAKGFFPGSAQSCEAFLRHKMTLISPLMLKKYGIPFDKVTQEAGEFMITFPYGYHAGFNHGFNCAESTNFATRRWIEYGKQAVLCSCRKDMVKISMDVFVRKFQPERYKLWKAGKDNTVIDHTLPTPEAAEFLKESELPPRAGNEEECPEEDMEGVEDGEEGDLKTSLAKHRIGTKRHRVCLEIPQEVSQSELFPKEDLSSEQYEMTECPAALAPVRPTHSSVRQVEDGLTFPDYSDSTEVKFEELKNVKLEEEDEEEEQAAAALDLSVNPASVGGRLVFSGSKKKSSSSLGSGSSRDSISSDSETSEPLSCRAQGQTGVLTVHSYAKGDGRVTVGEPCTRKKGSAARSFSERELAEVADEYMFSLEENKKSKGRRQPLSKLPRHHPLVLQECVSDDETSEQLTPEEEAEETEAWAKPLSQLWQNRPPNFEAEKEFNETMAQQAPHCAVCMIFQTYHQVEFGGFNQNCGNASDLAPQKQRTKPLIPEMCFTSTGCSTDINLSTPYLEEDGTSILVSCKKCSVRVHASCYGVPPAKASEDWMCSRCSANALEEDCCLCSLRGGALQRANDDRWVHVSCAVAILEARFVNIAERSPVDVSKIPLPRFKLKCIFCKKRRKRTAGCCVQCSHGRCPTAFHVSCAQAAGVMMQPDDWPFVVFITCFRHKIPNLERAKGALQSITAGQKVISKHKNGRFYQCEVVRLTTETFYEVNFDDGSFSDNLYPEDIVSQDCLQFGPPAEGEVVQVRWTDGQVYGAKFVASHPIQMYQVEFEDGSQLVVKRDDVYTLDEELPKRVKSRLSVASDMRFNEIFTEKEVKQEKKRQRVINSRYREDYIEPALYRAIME
BAZ2B inh – BAZ2B (human) inhibition; Q9UIF8; AlphaScreen BAZ2B-H3K14Ac peptide displacement; Potency, µM (titrated, usually from 114 µM), for inactives: at the top dose activity change, negative = inhibition, hits mostly inhibitors; 360,000 compounds, 4.4% hits; also: potency is read from the fitted curve at half-maximal effect; % is scaled to controls: 0 for no effect and ±100 for the full control effect; nearly all actives have a fitted effect of over 60% in size
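Multi-concentration screen (max 110 uM) measuring displacement of acetylated histone H3 peptide from BAZ2B by AlphaScreen, using 50 nM protein, 50 nM peptide and 10 ug/mL streptavidin donor plus Ni-chelate acceptor beads.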
Pin1 inhibitor – human Pin1 inhibition. Potency, µM (doses to about 115 µM), inactives show at the highest dose activity, negative = inhibition, most hits filed as inhibitors. 390,000 compounds, 0.009% hits. Q13526. Pin1 FP peptide displacement, HiFluor488, 10 min; active = well fitted inhibition curve with a large enough effect in the polarisation, with a control signal flat, not every such curve was filed as active; inconclusive = small, poorly fitted or top-dose-only effect, or effect the other way, or a change in a side signal; inactive = no such curve, though single readings can be large or run the other way; the % refers to the polarisation; also: potency is read from the fitted curve at half-maximal effect; % is scaled to controls: 0 for no effect and ±100 for the full control effect
GLS inhibitor – glutaminase GLS (human) inhibition; GLS enzymatic activity, qHTS titration; AID 624170; Potency, µM (doses to about 45.5 µM), for the others: top-dose activity change, negative = inhibition, hits mostly inhibitors; O94925; 410,000 compounds, 0.21% hits; also: potency is read from the fitted curve at half-maximal effect; % is scaled to controls: 0 for no effect and ±100 for the full control effect
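Two-point fluorescence kinetic (t0, 30 min RT) for hKGA; glutamate detected via glutamate oxidase–HRP–Amplex Red. Substrate: 1 mM L-glutamine solution; buffer 45 mM KH2PO4, pH 8.2.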
* hit, by the source's call; i = inactive; ? = inconclusive; / = not tested or not shown; & = joins results of further samples; [ ] = remark or other dose. Unless noted, calls follow the shape of the dose curve; as a rule, active = well fitted curve in the direction sought with a large enough effect; inconclusive = small, poorly fitted or top-dose-only effect, or another doubt; inactive = no such curve, though single readings can be large; an effect the other way counts as inactive or inconclusive.

| smiles | POLH inh | G9a inh | Tb PGK inh | HP1b binding inh | PI4K2A inh | JMJD2A Tudor | BAZ2B inh | Pin1 inhibitor | GLS inhibitor |
| --- | --- | --- | --- | --- | --- | --- | --- | --- | --- |
| Clc1ccc(COC(Cn2ccnc2)c2ccc(Cl)cc2Cl)c(Cl)c1 (stereo not drawn) | -7%&-16% | -41%[2.33 µM] | -2% | -16%&-3% | 6&0 | 40µM* | 22µM* | -17%&5% | 14% |
| CCN1CCC2(CC1)NC(CO)(CO)CO2 | 2% | 27% | i | 16% | -12 | -24% | 9% | 7% | -5% |
| O=C1c2ccccc2C(=O)N1Cc1nc2ccccc2c(=O)n1-c1ccccn1 | -7% | 25%[59 µM] | i | 40% | 7 | 5% | 12% | 5% | 9% |
| CCC1C2Cn3c(nc4ccccc43)C1N(C)O2 (stereo not drawn) | -18% | 4%[59 µM] | 0% | 15% | 3 | -3% | -1% | -1% | -7% |
| O=c1[nH]c(=O)n(C2CCCCCC2)c(O)c1C=NCc1cccnc1 | -12% | 3% | i | 23% | 0 | 1% | -4% | 3% | 1% |
| Cc1ccc(S(=O)(=O)N(CC(=O)NCCSc2ccc(Cl)cc2)c2ccccc2C)cc1 | -26% | 14%[59 µM] | -6% | 52%[activator] | 13 | 2% | -17% | 66%[activator] | -9% |
| Cn1c(O)c(C=Nc2ccccc2)c(=O)n(C)c1=O | -4% | 2% | -10% | 4% | 3 | -7% | 8% | 1% | -4% |
| CCN(CC)c1ccc(CNCCc2ccccc2F)cc1 | -10% | 5%[12.7 µM] | 1% | ? | -5 | ? | ? | -1% | 0% |
| CC(N)Cc1c[nH]c2ccc(OCc3cccs3)cc12 (stereo not drawn) | -3%[57.1 µM] | 21%[59 µM] | -1% | -8% | -1&-2 | ? | / | 9% | -6% |
| O=c1c(C=NCc2cccs2)c(O)n(C2CCCCC2)c(=O)n1C1CCCCC1 | -10% | 3% | -7% | 25% | -3 | -8% | -20% | 5% | 5% |
| CC12CCC(=O)C=C1CCC1C2CCC2(C)C1CCC2(O)CC#N (stereo not drawn) | -17% | / | -1% | 58%[activator] | 16 | -2% | / | 2% | -8% |
| CCCCn1c(O)c(C=Nc2c(C)n(C)n(-c3ccccc3)c2=O)c(=O)[nH]c1=O | -7% | 56µM* | 6% | 26% | -4 | -2% | -1% | 5% | 14% |
| CC(C)C(=O)Nc1ccc(N2CCN(C)CC2)c(F)c1 | 5% | 13%[59 µM] | -8% | 6% | 1 | 4% | 0% | 0% | -2% |
| O=P(NC1CCCCC1)(Oc1ccccc1)Oc1ccccc1 | -15% | / | -8% | 21%[57 µM] | -1 | 3% | / | 2% | -6% |
| O=C(c1ccccc1)C1CCCN(Cc2nc(-c3cnccn3)no2)C1 (stereo not drawn) | -20% | ? | 8% | 36% | -2 | -1% | -9% | -5% | -10% |
| COc1ccc(N2CCN(Cc3nc4ccccc4[nH]3)CC2)cc1 | -11% | 32µM* | i | 16% | 6 | -34% | -26% | 0% | 53%[activator] |
| O=c1[nH]c(=O)n(C2CCCCC2)c(O)c1C=Nc1ccc(N2CCOCC2)cc1 | -10% | ? | -1% | 25% | 0 | -8% | -3% | 0% | 3% |
| O=C(Nc1ccc(Cl)cc1)O/N=C(\c1ccccc1)c1ccccn1 | 2% | ? | / | 23% | 2 | 10µM* | 14µM* | -2% | 31%[activator] |
| Cc1ccccc1NC(=O)NCCN1CC1 | -8% | -4%[12.7 µM] | 1% | 26% | -1 | -24% | -12% | -2% | 5% |
| O=c1[nH]c(=O)n(-c2ccccc2F)c(O)c1C=NCCC1=CCCCC1 | -18% | -10% | i | 46%[activator] | -9 | 5%[11.4 µM] | -3% | 17% | -1% |

Further entries.
Values run as follows: POLH inh | G9a inh | Tb PGK inh | HP1b binding inh | PI4K2A inh | JMJD2A Tudor | BAZ2B inh | Pin1 inhibitor | GLS inhibitor
Cc1cc(-c2nc3ncccc3o2)ccc1NC(=O)c1ccccc1Br
    -2% | -1%[59 µM] | 0% | 48%[activator] | -7 | 4% | 6% | ? | -11%
O=c1[nH]c(Cl)ccc1CN1CCOCC1
    -2% | 7%[2.33 µM] | -5% | 35% | 1 | -3% | 4% | 3% | -5%
COC(=O)C1=C(c2cccc(OC)c2OC)C[C@@H]2CC[C@H]1N2C(=O)NCc1ccc(F)cc1
    -12% | / | -3% | 33% | 4 | 1% | / | 2% | -2%
CC(=O)Nc1ccc(OC(=O)c2ccccc2N)cc1
    -8% | ? | -9% | 23% | -3 | -1% | 37%[activator] | -8% | -1%
COc1ccc(CCNc2nccn(-c3ccc(C)c(C)c3)c2=O)cc1OC
    -14% | ? | -1% | ? | -5 | -25% | 45µM* | 3% | 5%
Nc1ccc2ccccc2c1
    -8% | / | -8% | -18% | 5 | -17% | / | 0% | 15%
CCn1c(O)c(C=NCCN2CCOCC2)c(=O)[nH]c1=S
    -10% | ? | i | 29% | 3 | -2% | -1% | -2% | 20%
CN1CCN(C(=O)COc2ccc(S(=O)(=O)NCc3ccccc3)cc2Cl)CC1
    -3% | ? | / | 7% | -7 | 0% | 4% | -1% | -3%
C[C@H]1C=CC(=O)O[C@H]1c1ccccc1
    -8% | / | -5% | 43%&40%[activator] | 11 | 8%&-7% | / | 3%&-5% | 4%
Cc1cc(NC(=O)c2cc(-c3cccc(Cl)c3)on2)nn1Cc1ccc(Cl)cc1
    0% | ? | 4% | 27% | 1 | 7% | ? | -9% | 3%
Cc1cc(C=C2C(=O)N(C)C(=S)N(C)C2=O)c(C)n1-c1cccnc1
    ? | 8.9µM* | 2% | -13% | -7 | -31% | 45µM* | 26% | ?
CN(C)[C@@H]1C(=O)C(C(N)=O)=C(O)[C@@]2(O)C(=O)C3=C(O)c4c(O)ccc(Cl)c4[C@@](C)(O)C3C[C@@H]12 (stereo partly drawn)
    -13% | 50µM* | 2% | 31% | -9 | 11µM* | 45µM* | 15% | 16%
Cc1cccc(N2C(=O)NC(=O)/C(=C\C=C\c3ccco3)C2=O)c1
    ? | 4µM* | -12% | -20% | ? | ? | ? | ? | 27%
O=C(Cc1ccccc1)N1CCN(CC2CC3C=CC2C3)CC1 (stereo not drawn)
    -10% | ? | / | 50µM* | 6 | 4.5µM* | 32µM* | -7% | 0%
CN(C)c1ccc(C(O)P(=O)(OCc2ccccc2)c2ccc(N(C)C)cc2)cc1 (stereo not drawn)
    -8% | 15%[12.7 µM] | i | ? | -1 | 89µM* | 40µM* | -3% | 17%
O=P(Nc1ccccc1)(Nc1ccccc1)Oc1cccc(Cl)c1
    -23% | 3%[12.7 µM] | -5% | 11% | 1 | -19% | -3%[57.1 µM] | 2% | 3%
O=C(C(=O)N1CCC2(CC1)OCCO2)c1c[nH]c2ccccc12
    4% | -5% | -1% | 13% | 2 | -5% | / | -9% | 10%
CC(=NCCC1=CCCCC1)c1c(O)n(C)c(=O)n(C)c1=O
    2% | 3%[0.501 µM] | -3% | -2% | -2 | -15% | -2% | 1% | -13%
COc1ccc(/C=C/C(=O)Nc2ccc(C)cc2)cc1
    -7% | ? | 0% | 23% | 0 | -15% | 0% | 4% | 0%
N#Cc1c(Cl)nc(Cl)c2c1CCN(Cc1ccccc1)C2
    ? | ? | 0% | 89%[activator] | -1 | 28% | 20% | -3% | 21%

Reprinted at random: five compounds from above, in no set order.
Values run as follows: POLH inh | G9a inh | Tb PGK inh | HP1b binding inh | PI4K2A inh | JMJD2A Tudor | BAZ2B inh | Pin1 inhibitor | GLS inhibitor
O=C(Cc1ccccc1)N1CCN(CC2CC3C=CC2C3)CC1 (stereo not drawn)
    -10% | ? | / | 50µM* | 6 | 4.5µM* | 32µM* | -7% | 0%
O=C(C(=O)N1CCC2(CC1)OCCO2)c1c[nH]c2ccccc12
    4% | -5% | -1% | 13% | 2 | -5% | / | -9% | 10%
Cc1cc(-c2nc3ncccc3o2)ccc1NC(=O)c1ccccc1Br
    -2% | -1%[59 µM] | 0% | 48%[activator] | -7 | 4% | 6% | ? | -11%
Cc1cc(C=C2C(=O)N(C)C(=S)N(C)C2=O)c(C)n1-c1cccnc1
    ? | 8.9µM* | 2% | -13% | -7 | -31% | 45µM* | 26% | ?
CC(=O)Nc1ccc(OC(=O)c2ccccc2N)cc1
    -8% | ? | -9% | 23% | -3 | -1% | 37%[activator] | -8% | -1%

Going on with the list:
Values run as follows: POLH inh | G9a inh | Tb PGK inh | HP1b binding inh | PI4K2A inh | JMJD2A Tudor | BAZ2B inh | Pin1 inhibitor | GLS inhibitor
O=C(c1ccccc1)C(Cc1ccccc1)N1CCOCC1 (stereo not drawn)
    -11% | / | -5% | 23% | 3 | -6% | / | 4% | 2%
COc1ccc(Nc2nc3ccc(C)cc3cc2C#N)c(OC)c1
    -18% | -9%[59 µM] | i | 91%[activator] | -7 | -2% | 6% | ? | 11%
C[N+]12CCC(CC1)C(C#N)(N1CCOCC1)C2 (stereo not drawn)
    0% | 50µM* | 2% | 21% | -1 | ? | 1% | 5% | 2%
CC12CN3CC(C)(CN(C1)P3(=O)Oc1ccccc1)C2=O (stereo not drawn)
    10% | 40µM* | 6% | 2% | -9 | -33% | -6% | -7% | 2%
COc1ccccc1OC(C)C(=O)N1CCC(Cc2ccccc2)CC1 (stereo not drawn)
    -5% | 50µM* | -4% | -18% | -5 | -16% | -26% | 2% | 7%
CCc1ccc(CN2CCN(C(=O)Cc3ccccc3)CC2)cc1
    -14% | 22µM* | 3% | 28µM* | 2 | 20µM* | 25µM* | -2% | 2%
COC(=O)C1=C(c2ccc(S(C)(=O)=O)cc2)C[C@@H]2CC[C@H]1N2C(=O)NC1CC1
    -6% | / | 2% | 60%[activator] | 5 | -15% | / | -3% | -5%

An excerpt; count on the stated rates, not on these rows.
